CCR6 antag – CCR6 (human) receptor antagonism; 0.49% of 340,000 active; P51684; CHO-K1 CCR6 PathHunter beta-arrestin, luminescence, CCL20-stimulated; AID 493098; inhibition, % at 20 µM;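 active means compounds whose inhibition of the agonist-driven luminescence signal at 20 µM reaches about 50%, limit read from the data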;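 further: cells stimulated with CCL20 at 14 nM final; plate controls were DMSO with CCL20 for no effect and DMSO without agonist for full effect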
Target sequence (P51684 whole entry, looked up): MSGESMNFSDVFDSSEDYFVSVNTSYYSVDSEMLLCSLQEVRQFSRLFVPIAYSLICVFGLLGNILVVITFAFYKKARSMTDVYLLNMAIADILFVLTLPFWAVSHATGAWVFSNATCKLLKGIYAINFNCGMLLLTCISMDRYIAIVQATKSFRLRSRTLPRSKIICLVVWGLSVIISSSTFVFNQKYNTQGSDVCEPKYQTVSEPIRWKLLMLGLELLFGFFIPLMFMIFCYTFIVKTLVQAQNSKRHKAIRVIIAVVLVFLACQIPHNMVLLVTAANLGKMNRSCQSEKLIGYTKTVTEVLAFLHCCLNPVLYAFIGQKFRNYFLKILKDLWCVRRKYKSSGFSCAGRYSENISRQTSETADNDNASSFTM
Apaf-1 inh – human Apaf-1 inhibition. O14727. reconstituted apoptosome caspase-3 activity, DEVD-Rh110 fluorescence. inhibition, % at 20 µM. 0.71% of 330,000 active. AID 489030; active means inhibition of at least 40% at 20 µM;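 further: plate controls were DMSO wells for no effect and DEVD-CHO caspase inhibitor wells for full effect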
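Material: biochemical Apaf-1 apoptosome reconstitution. Medium: Hepes buffer, pH 7.5. Also added: cytochrome c activation, bis-DEVD rhodamine 110 substrate. Timing: 30 min compound preincubation, 50 min activation, room temperature. Measured by: rhodamine 110 fluorescence at Ex 480/Em 540 nm.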
697 NFkB inh – lowers PMA/ionomycin-induced NF-kB signal in 697 B cells; 697 B-cell NF-kB luciferase reporter, 16 h; inhibition, % at 4 µM; AID 435022; 0.33% of 330,000 active; in the data active means inhibition above about 35%
EBI2 block – antagonists of human EBI2 receptor; EBI2 beta-arrestin recruitment, luminescence, 7a,25-OHC stimulated; P32249; inhibition, % at 5 µM; AID 651636; 0.81% of 360,000 active; in the data active means inhibition above about 38%;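 further: enzyme fragment complementation signal reports receptor beta-arrestin coupling in cells; 0% = agonist plus DMSO wells and 100% = wells without agonist; some results beyond the cut were filed as inactive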
Target sequence (P32249 whole entry, looked up, the tested form may be a part): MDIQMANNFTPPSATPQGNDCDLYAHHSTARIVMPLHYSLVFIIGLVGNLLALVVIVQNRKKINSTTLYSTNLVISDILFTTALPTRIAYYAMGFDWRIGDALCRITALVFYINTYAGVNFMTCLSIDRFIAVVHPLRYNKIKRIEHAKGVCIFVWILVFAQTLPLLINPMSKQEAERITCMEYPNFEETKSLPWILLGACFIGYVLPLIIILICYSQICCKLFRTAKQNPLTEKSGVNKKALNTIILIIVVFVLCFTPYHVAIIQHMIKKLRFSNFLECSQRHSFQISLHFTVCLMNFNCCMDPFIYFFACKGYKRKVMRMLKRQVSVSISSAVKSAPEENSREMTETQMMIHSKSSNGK
UBC13 polyUb – blocks human UBC13 polyubiquitin chain formation; P61088; TR-FRET; inhibition, % at 20 µM; 0.47% of 330,000 active; AID 485273; in the data active means inhibition above about 45%, passing the limit was not always enough
Gli-Sufu antag – antagonists of Gli-Sufu signaling. Sufu-KO-LIGHT fibroblasts, Gli luciferase reporter luminescence. inhibition, % at 5 µM. 0.74% of 340,000 active;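 active means inhibition above about 55%, limit read from the data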;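 further: 0% = DMSO-treated cells and 100% = wells with medium but no cells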
Jurkat NFkB inh – inhibitors of the PMA/ionomycin-induced NF-kB reporter in Jurkat cells. AID 435003. 0.53% of 330,000 active. inhibition, % at 4 µM. PMA/ionomycin-induced NF-kB luciferase reporter, luminescence
SENP8 block – SENP8 protease inhibition; inhibition, % at 10 µM; 1.2% of 330,000 active; Q96LD8; purified SENP8, Z-RLRGG-aminoluciferin cleavage, luminescence
Target sequence (Q96LD8 whole entry, looked up): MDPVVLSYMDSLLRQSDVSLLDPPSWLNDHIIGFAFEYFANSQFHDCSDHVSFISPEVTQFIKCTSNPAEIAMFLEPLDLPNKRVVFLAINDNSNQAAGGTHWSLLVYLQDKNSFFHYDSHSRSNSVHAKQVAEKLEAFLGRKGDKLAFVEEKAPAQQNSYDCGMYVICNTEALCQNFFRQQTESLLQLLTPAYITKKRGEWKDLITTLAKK
* = called active by the depositor; / = not tested or not shown. Unless noted, no stated cut-off is given here; in the data, active means inhibition above about 50%; inactive means the rest. Some of the compounds tested; rates above refer to the full screens.

SMILES	CCR6 antag	Apaf-1 inh	697 NFkB inh	EBI2 block	UBC13 polyUb	Gli-Sufu antag	Jurkat NFkB inh	SENP8 block
Cc1cccc(C)c1OCC(=O)Nc1ccc2c(c1)C(=O)NC2=O	2	8	-3	5	-1	1	0	-10
O=C(NC(Cc1ccccc1)C(=O)N1CCN(c2ccccc2O)CC1)c1ccccc1 (stereo not given)	8	10	13	3	5	24	9	2
Cc1cc(C(=O)NNC(=O)c2c(-c3c(Cl)cccc3Cl)noc2C)no1	-15	-2	6	-6	-2	-4	-17	1
O=C1NCC(COCc2ccccc2)O1 (stereo not given)	10	-7	16	10	0	-4	5	5
CN(C(=O)CS(=O)(=O)c1cn(CC(=O)N2CCCC2)c2ccccc12)c1ccccc1	-4	-5	12	-2	1	10	3	-3
O=C(Nc1nc(-c2nc3ccccc3s2)cs1)C1COc2ccccc2O1 (stereo not given)	5	21	-135	-12	9	-70	-46	-11
Cc1sc(NC(=O)C2CSC3(C)CCC(=O)N23)nc1-c1ccccc1 (stereo not given)	8	26	6	-10	-5	5	8	-8
COC(=O)c1ccccc1NC(=O)CCCn1nc([N+](=O)[O-])c(Br)c1C	11	-11	-3	-11	10	-9	-3	3
COC(=O)c1c(-c2cccc(OC)c2)csc1N	-3	3	-13	0	-6	4	-7	-9
C=CCNC(=O)CCCCCNS(=O)(=O)c1ccc(OC)cc1	-13	-24	5	-5	0	2	9	2
CCOc1ccccc1CN1CCN(CC2=Cc3cc(OC)ccc3OC2)CC1CCO (stereo not given)	16	-7	14	2	7	14	4	-11
CCCOc1ccc(OCCSc2ncccn2)cc1	3	8	-140	6	7	-105	-98	43
CC(=O)N1c2ccc(S(=O)(=O)N3CCCC(C(=O)NCc4ccccc4Cl)C3)cc2CC1C (stereo not given)	12	2	11	5	2	-6	20	-4
CCCC1(c2ccccc2)NC(=O)N(CC(=O)N2CC(=O)Nc3ccccc32)C1=O (stereo not given)	-1	16	5	0	9	-13	6	-20
O=S(=O)(c1cccc(C(F)(F)F)c1)N1CCN(CC(O)COCc2ccccc2)CC1 (stereo not given)	5	9	-40	14	-12	8	-14	-4
O=C(CCN1C(=O)C2C3CCC(C3)C2C1=O)Nc1cccc(Cl)c1 (stereo not given)	11	8	16	-12	-1	-8	-8	-10
O=C(Nc1cccc(-c2nc3ccccc3[nH]2)c1)c1ccco1	0	16	-38	-16	-12	-12	-15	-14
CCOc1ccc(CC(=O)Nc2cc(=O)n(C)c(=O)n2C)cc1	9	-10	-8	3	7	1	5	5
O=[N+]([O-])c1ccc(C[n+]2cccc3ccccc32)cc1	-4	-8	10	3	6	0	8	2
O=C(NCc1ccccc1Cl)C1CCN(S(=O)(=O)c2ccc(N3CCCC3=O)cc2)CC1	6	4	15	-2	-6	44	5	5
CC(C)(C)c1ccc2c(c1)OC(C(=O)N/N=C\c1ccc(-c3cccc(C(=O)O)c3)o1)CO2 (stereo not given)	10	7	-2	-6	4	-9	-5	5
Cc1c(CCOC(=O)C23CC4CC(CC(C)(C4)C2)C3)sc[n+]1Cc1ccccc1	14	23	-17	6	27	55	3	11
COc1ccc(CCNC(=O)c2cc3c(=O)n(C)c4ccccc4c3n2C)c(OC)c1	10	3	9	3	2	7	3	-5
Cc1oc(-c2ccccc2)cc1C(N)=O	8	0	0	-3	4	100*	10	-3
Cc1c(NC(=O)COC(=O)/C=C/c2cccc(Cl)c2)c(=O)n(-c2ccccc2)n1C	-5	1	21	2	-3	14	-4	3
COc1cc(NC(=S)NN2CCN(C)CC2)cc(OC)c1OC	-10	-7	-4	-12	1	23	-1	1
CCOC(=O)C1=C(C)Nc2ccccc2N=C1NC(=O)c1oc2ccccc2c1COC	6	7	22	-28	1	23	-3	-3
CC1(C)Oc2ccc3ccc(=O)oc3c2/C(=C/O)C1=O	7	-7	4	-12	-9	-1	-3	3
CC(=O)COc1nc2c(c(-c3ccco3)c1C#N)CCc1ccccc1-2	15	9	-8	/	7	-6	6	1
Cc1occc1-c1nnc(SCC(=O)N(C)c2ccccc2)n1C	13	-2	3	5	1	-9	-22	-9
CC1CC(C)CN(CCOc2ccc(Br)cc2)C1 (stereo not given)	9	6	-3	3	4	10	-2	-1
O=C(NCCc1c[nH]c2ccccc12)c1cnc2n(c1=O)CCS2	9	2	-32	-1	-8	0	0	-7
Cc1ccc(C)c(S(=O)(=O)N2CCCC2CNC(=O)C(=O)NC2CC2)c1 (stereo not given)	8	3	31	0	4	-11	-4	-1
Cc1ccc(C2(C)NC(=O)N(CC(=O)Nc3ccc4[nH]c(=O)[nH]c4c3)C2=O)cc1 (stereo not given)	4	-58	13	-4	0	5	0	4
Cc1cc(C)cc(OCC(O)CN2CCN(Cc3ccc4c(c3)OCO4)CC2)c1 (stereo not given)	8	-5	-3	6	6	64*	10	-3
O=C(CSc1nnnn1-c1ccccc1)Nc1ncc2c(n1)CC(c1ccco1)CC2=O (stereo not given)	9	1	25	2	-1	17	11	6
CSc1ncccc1C(=O)N1CCN(S(=O)(=O)c2ccccc2)CC1	7	4	10	-6	-4	25	5	0
CN(Cc1nc(Cc2cccc(F)c2)no1)CC1CCOCC1	14	0	-12	-1	-6	-12	0	-7
CCOC(=O)c1nc(-c2ccc3c(c2)OCO3)[nH]c1C	-11	-3	-18	-2	6	-29	-28	12
O=[N+]([O-])c1ccccc1/C=C/CN1CCCCC1CO (stereo not given)	9	-7	0	-1	5	6	7	-7
COC(=O)c1ccc(OC)c(CSc2nnc(COc3ccc(OC)cc3)o2)c1	21	13	-9	49*	0	9	-2	-14
COc1ccc(C(=O)O)cc1S(=O)(=O)Nc1ccccc1C(=O)NCc1ccc2c(c1)OCO2	5	-4	9	0	-3	-1	-1	4
Brc1cccc(-c2nnc(SCc3ccon3)n2-c2ccccc2)c1	14	3	4	-8	9	9	1	-5
CCOc1ccccc1-n1nnnc1SCC(=O)N1CCCC1=O	1	-9	5	-1	1	8	13	5
CC(Sc1nnc2c(n1)[nH]c1ccccc12)C(=O)NC1CCCCC1 (stereo not given)	12	16	-27	6	-21	45	4	-8
O=C1NC(=NCc2ccccc2)S/C1=C\c1ccccc1	15	-13	-23	10	-3	-8	-6	-11
NS(=O)(=O)c1ccc(CNC(=O)c2ccc(S(=O)(=O)C(F)F)cc2)cc1	4	-10	12	3	-3	0	-8	-4
COC(=O)c1sccc1NC(=O)c1cccc(Cl)c1	21	-1	-10	5	12	4	2	8
CCCCCCn1c(CN2CCCC(C)C2)nc2c1c(=O)n(C)c(=O)n2C (stereo not given)	15	30	-37	13	-2	13	2	-6
N#Cc1cccc(-n2c(-c3ccccc3)nnc2-c2ccccc2)c1C#N	15	-4	-27	2	5	7	-10	-2
CN1/C(=C/C=C(C#N)C#N)C(C)(C)c2ccccc21	5	17	-20	9	-17	7	3	-3
COC(=O)C1(S(=O)(=O)c2cccc3nsnc23)CC1	-5	-10	16	-4	1	-4	-3	-6
COc1ccc(C(=O)Nc2ccc(NC(=O)c3cccc(F)c3)cn2)cc1	1	9	1	2	0	-12	4	3
NC(=O)c1ncc(C(F)(F)F)cc1Oc1ccc(F)cc1	0	-10	0	3	-5	10	-4	-7
COc1ccc(C(=O)NNC(=O)CN2CCC(n3nnc4cc(C(F)(F)F)ccc43)CC2)cc1	-33	-15	11	1	6	3	9	4
CC(C)(C)NS(=O)(=O)CC12CCC(CC1=O)C2(C)C (stereo not given)	3	-5	-1	-7	-1	-5	-14	3
O=C(N[C@@H](CO)C(=O)NCc1ccccc1)c1ccc(C(F)(F)F)cc1	5	2	2	-2	5	30	-4	2
Cc1ccc(C2=CC(C)(c3ccc(C)cc3)Nc3nc(C(F)(F)F)nn32)cc1 (stereo not given)	4	3	-5	24	-4	7	2	-4
COc1ccc(NC(=O)c2cccc(Oc3ccc([N+](=O)[O-])cc3Cl)c2)cc1	14	11	-17	5	-4	21	5	3
Cc1cc(C)n(CCc2nc(-c3ccc(F)cc3)cs2)n1	4	8	-17	7	7	-13	-7	-3
New compounds follow.
SMILES	CCR6 antag	Apaf-1 inh	697 NFkB inh	EBI2 block	UBC13 polyUb	Gli-Sufu antag	Jurkat NFkB inh	SENP8 block
CC(=O)c1ccc(S(=O)(=O)NC2CCSc3ccccc32)cc1 (stereo not given)	-6	3	8	8	1	15	1	4
CCOc1cc(N2CCOCC2)c(OCC)cc1NC(=O)COc1cccc(Cl)c1	18	12	-26	16	-3	7	-32	-3
Cc1ccccc1CC(=O)OCC(=O)Nc1ccc(C)c(S(=O)(=O)N2CCCCC2)c1	12	-3	11	-2	14	0	17	5
COC(=O)c1ccc(C)c(-n2c(C)cc(C=O)c2C)c1	2	-1	-13	6	1	-6	22	-1

Sorted by SMILES length (largest number first): part of the list above
SMILES	CCR6 antag	Apaf-1 inh	697 NFkB inh	EBI2 block	UBC13 polyUb	Gli-Sufu antag	Jurkat NFkB inh	SENP8 block
COc1ccc(C(=O)NNC(=O)CN2CCC(n3nnc4cc(C(F)(F)F)ccc43)CC2)cc1	-33	-15	11	1	6	3	9	4
Cc1ccccc1CC(=O)OCC(=O)Nc1ccc(C)c(S(=O)(=O)N2CCCCC2)c1	12	-3	11	-2	14	0	17	5
Cc1ccc(C2=CC(C)(c3ccc(C)cc3)Nc3nc(C(F)(F)F)nn32)cc1 (stereo not given)	4	3	-5	24	-4	7	2	-4
O=C(N[C@@H](CO)C(=O)NCc1ccccc1)c1ccc(C(F)(F)F)cc1	5	2	2	-2	5	30	-4	2
CCOc1cc(N2CCOCC2)c(OCC)cc1NC(=O)COc1cccc(Cl)c1	18	12	-26	16	-3	7	-32	-3
COc1ccc(C(=O)Nc2ccc(NC(=O)c3cccc(F)c3)cn2)cc1	1	9	1	2	0	-12	4	3
N#Cc1cccc(-n2c(-c3ccccc3)nnc2-c2ccccc2)c1C#N	15	-4	-27	2	5	7	-10	-2
CC(=O)c1ccc(S(=O)(=O)NC2CCSc3ccccc32)cc1 (stereo not given)	-6	3	8	8	1	15	1	4
CC(C)(C)NS(=O)(=O)CC12CCC(CC1=O)C2(C)C (stereo not given)	3	-5	-1	-7	-1	-5	-14	3
CN1/C(=C/C=C(C#N)C#N)C(C)(C)c2ccccc21	5	17	-20	9	-17	7	3	-3
COC(=O)C1(S(=O)(=O)c2cccc3nsnc23)CC1	-5	-10	16	-4	1	-4	-3	-6
O=C1NC(=NCc2ccccc2)S/C1=C\c1ccccc1	15	-13	-23	10	-3	-8	-6	-11
COC(=O)c1sccc1NC(=O)c1cccc(Cl)c1	21	-1	-10	5	12	4	2	8

From PubChem BioAssay
